Tau filament bind – binders of human tau filaments; P10636; recombinant tau filaments, thioflavin S fluorescence, 15 h; filaments grown with octadecylsulfate alongside compound; Potency, µM (titrated, usually from 57.1 µM), without a hit: at the highest dose activity change, negative = inhibition; 2% of 71,000 active; AID 596;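 further: potency means the concentration at half of the fitted maximal effect; on the % scale 0 is the no-effect control and ±100 the full control effect; actives lower thioflavin S fluorescence by blocking filaments or displacing dye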
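Tau 2 uM in ThS buffer dispensed; compound added; 60 uM ODS added (finals 1 uM tau, 30 uM ODS); 15 h 37 C; fluor ex450/em510.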
CRE Fsk mod – CRE-bla signaling modulation under forskolin stimulation. CHO CRE-bla reporter (cAMP response element driving beta-lactamase), forskolin EC10, beta-lactamase ratio. Potency, µM (titrated, usually from 38.2 µM), for the others: top-dose activity change, negative = inhibition, hits mostly activators. 2.5% of 71,000 active; active means well fitted activation curve with a large enough effect in the signal ratio, with a control signal flat, not every such curve was filed as active; inconclusive means small, poorly fitted or top-dose-only effect, or effect the other way, or a change in a side signal; the % refers to the signal ratio; further: potency means the concentration at half of the fitted maximal effect; % of control where 0% means no effect
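Titrated compounds plus EC10 NKH 477 on CHO CRE-bla cells, 3 h, 37 °C. CCF4, 2 h RT. Ratio 460/530 nm → AC50.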
ERK AVP block – blocks ERK signaling stimulated by vasopressin | 0.99% of 72,000 active | HEK293-V1b, vasopressin-stimulated pERK AlphaScreen | Potency, µM (highest dose often 57.5 µM), for the others: at the highest dose activity, negative = inhibition, most hits filed as inhibitors; further: potency means the concentration at half of the fitted maximal effect; on the % scale 0 is the no-effect control and ±100 the full control effect; nearly all actives have a fitted effect of over 55% in size
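qHTS, compounds titrated on V1b-expressing HEK293 cells. Preincubation 30 min at 37C, vasopressin 25 nM for 5 min, lysis 10 min, bead incubation 5 hr at room temperature.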
FLuc inh – firefly luciferase inhibition; purified firefly luciferase, luminescence, 8 min; Potency, µM (top dose mostly 57.1 µM), for the others: top-dose activity change, negative = inhibition, most hits filed as inhibitors; 2.2% of 72,000 active; further: potency means the concentration at half of the fitted maximal effect; on the % scale 0 is the no-effect control and ±100 the full control effect; nearly all actives have a fitted effect of over 40% in size
Target sequence (P08659 whole entry, looked up): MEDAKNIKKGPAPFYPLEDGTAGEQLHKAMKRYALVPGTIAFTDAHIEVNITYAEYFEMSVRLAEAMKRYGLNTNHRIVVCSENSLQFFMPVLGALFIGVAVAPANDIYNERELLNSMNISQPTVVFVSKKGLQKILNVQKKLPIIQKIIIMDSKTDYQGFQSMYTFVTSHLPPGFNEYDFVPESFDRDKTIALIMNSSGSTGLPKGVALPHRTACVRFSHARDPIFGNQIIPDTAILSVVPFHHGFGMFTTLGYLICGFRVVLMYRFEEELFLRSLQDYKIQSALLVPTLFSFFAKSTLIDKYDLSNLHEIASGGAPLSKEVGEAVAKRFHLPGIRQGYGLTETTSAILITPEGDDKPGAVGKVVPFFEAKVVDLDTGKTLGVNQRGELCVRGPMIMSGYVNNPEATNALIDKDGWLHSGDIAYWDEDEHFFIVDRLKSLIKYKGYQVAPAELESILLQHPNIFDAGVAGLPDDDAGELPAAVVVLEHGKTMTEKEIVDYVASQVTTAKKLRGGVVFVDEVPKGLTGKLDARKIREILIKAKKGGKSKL
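Compounds were tested as concentration series (qHTS) against purified P. pyralis luciferase with luciferin and 10 uM ATP in 50 mM imidazole pH 7.2, 50 mM KCl, 7 mM MgCl2, 0.01% Tween 20, 0.05% BSA. Luminescence was read after 8 min at ambient temperature.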
TexasRed autofl – compound fluoresces in the Texas Red spectral region; 0.06% of 59,000 active; Compound fluorescence, Texas Red channel, 547/618 nm; active compounds read high; max dye-equivalent concentration, M; in the data active means max dye-equivalent concentration above about 10 nM; inconclusive means between about 1.1 nM and that limit
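Fluorescence at ex 547/em 618 nm, normalized against an on-plate Texas Red standard series to give dye-equivalent concentration per compound concentration. Buffer 100 mM Tris, pH 8.0; 15 min RT incubation before CCD imaging.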
HADH2 inhib – HADH2 (human) dehydrogenase inhibition. Q99714. recombinant HADH2, NADH fluorescence, beta-hydroxybutyryl-CoA. Potency, µM (series often up to 57.1 µM), without a hit: top-dose activity change, negative = inhibition, usual class: inhibitors. 3.4% of 73,000 active. AID 886; further: potency means the concentration at half of the fitted maximal effect; on the % scale 0 is the no-effect control and ±100 the full control effect; nearly all actives have a fitted effect of over 60% in size; many of its hits are not listed in these tables
Target sequence (Q99714 whole entry, looked up, one chain of several): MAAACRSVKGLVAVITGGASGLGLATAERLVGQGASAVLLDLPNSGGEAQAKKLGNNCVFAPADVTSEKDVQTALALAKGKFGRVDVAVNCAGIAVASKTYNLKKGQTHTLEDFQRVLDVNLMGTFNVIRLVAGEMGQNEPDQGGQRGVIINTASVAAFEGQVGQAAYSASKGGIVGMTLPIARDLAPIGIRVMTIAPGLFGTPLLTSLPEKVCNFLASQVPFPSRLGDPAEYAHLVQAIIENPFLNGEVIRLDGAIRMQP
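Read-out: 360 nm excitation, 450 nm emission, kinetic over 4 min. Conditions: His-tagged human HADH2 20 nM, pH 9.0 Tris with Tween-20, 1 mM NAD+, 90 uM beta-hydroxybutyryl-CoA.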
15-hLO inh – blocks human 15-lipoxygenase activity | AID 887 | purified 15hLO-1, xylenol orange hydroperoxide absorbance | P16050 | Potency, µM (highest dose often 57.1 µM), without a hit: at the top dose activity change, negative = inhibition, actives largely listed as inhibitors | 1.4% of 74,000 active; further: potency means the concentration at half of the fitted maximal effect; on the % scale 0 is the no-effect control and ±100 the full control effect; nearly all actives have a fitted effect of over 55% in size
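Hydroperoxide formed from arachidonic acid (50 uM) by purified human 15hLO-1 (40 nM) oxidizes ferrous iron, and the ferric-xylenol orange complex is read at 573 versus 405 nm. Compounds were preincubated 15 min; reaction ran 6 min at room temperature.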
Pol III holo inh – blocks replication by bacterial DNA polymerase III holoenzyme | reconstituted DNA polymerase III holoenzyme replication, biochemical | Potency, µM (top dose mostly 57.1 µM), for the others: at the top dose activity change, negative = inhibition | 0.25% of 71,000 active; further: potency means the concentration at half of the fitted maximal effect; on the % scale 0 is the no-effect control and ±100 the full control effect
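Reconstituted *E. coli* holoenzyme (0.35 nM Pol III, 1 nM beta, 154 nM SSB, 2 nM primase) was preincubated with compound for 15 min at RT. Synthesis on 1.4 nM ssM13Gori ran 35 min, then was stopped with PicoGreen/EDTA and read as dsDNA fluorescence.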
Hsp90 Hop PPI – changes Hsp90-Hop TPR2A binding signal, up or down; Potency, µM (top dose mostly 57 µM), without a hit: at the highest dose activity change, negative = inhibition; AlphaScreen TPR2A-His6 binding biotin-Hsp90 C-terminal peptide; 0.44% of 71,000 active; active means well fitted curve in either direction with a large enough effect; inconclusive means small, poorly fitted or top-dose-only effect, or another doubt; further: potency means the concentration at half of the fitted maximal effect; on the % scale 0 is the no-effect control and ±100 the full control effect; many of its hits are not listed in these tables
HBB splice mod – modulators of hemoglobin beta chain splicing. Potency, µM (doses to about 46.1 µM), without a hit: at the top dose activation, hits mostly activators. HBB splicing reporter cell assay, activation; EGFP reporter with mutant IVS2-654 intron; response scale: normalised to 500 nM splice-correcting PNA. 0.06% of 65,000 active; further: potency means the concentration at half of the fitted maximal effect; 0% is about no effect
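Compounds were applied for 2 days to HeLa EGFP-654 cells, 500/well in Optimem with 2% FCS. The reporter's EGFP is disrupted by mis-splicing of beta-globin intron IVS2-654. Readout: summed well GFP fluorescence from 488 nm laser scanning; reference was 500 nM antisense […] 654 PNA.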
Rhodamine autofl – compound fluoresces in the rhodamine spectral region | max dye-equivalent concentration, M | 0.05% of 59,000 active | AID 594 | Rhodamine-region fluorescence, 547/598 nm, Tris buffer; active compounds read high; in the data active means max dye-equivalent concentration above about 11 nM; inconclusive means between about 1.1 nM and that limit
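A six-point rhodamine series on each plate calibrates the signal. Compounds sit in 100 mM Tris (pH 8.0) for 15 min at ambient temperature before imaging through 547 nm/598 nm filters.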
Starred values were filed as active, the others as inactive; i = inactive; ? = inconclusive; / = not tested or not shown; [ ] = another dose, or the depositor's remark. Unless noted, the call rests on the fitted dose curve; in most records, active means well fitted curve in the direction sought with a large enough effect; inconclusive means small, poorly fitted or top-dose-only effect, or another doubt; inactive means no such curve, though single readings can be large; an effect the other way counts as inactive or inconclusive. Some of the compounds tested; the hit share may differ from the screen's.

SMILES	Tau filament bind	CRE Fsk mod	ERK AVP block	FLuc inh	TexasRed autofl	HADH2 inhib	15-hLO inh	Pol III holo inh	Hsp90 Hop PPI	HBB splice mod	Rhodamine autofl
COc1ccccc1CNc1ncncc1-c1ccccc1C(F)(F)F	-8%	8%	11%	2%[2.29 µM]	i	10%	17%	0%	2%	0.7%	i
O=C(N1CCOCC1)N1CCN(Cc2ccccc2)CC1	9%	-8%	-7%	-2%	i	3%	-10%	-7%	-3%	-1.8%	i
N/C(=N/O)c1nc(N2CCCCC2)nc(N2CCCCC2)n1	1%	?	?	-4%	i	2%	3%	-2%	-3%	-0.5%	i
COc1ccc2[nH]c(=O)c(CN(C(=O)c3ccco3)C3CCCCC3)cc2c1	-4%	?	6%	4%	?	-13%	-14%	8%	-8%	2.9%[1.84 µM]	i
CN(C)C(=O)c1ccc(-c2ccc3ncnc(NCc4ccccc4)c3c2)cc1	6%	?	25µM*	0%[2.29 µM]	i	?	13%	-2%	-1%	-0.4%	i
COc1ccccc1CCn1c(=O)c(-c2ccc(F)cc2)nc2cncnc21	-9%	?	?	-1%[11.4 µM]	i	8%	-24%	-1%	-1%	-1.3%	i
CCN(C(=O)c1ccnc(C(C)(C)C)c1)c1ccccc1	0%	19%	8%	2%	i	0%	-1%	0%	0%	-2.0%	i
CCOC(=O)C(C)n1nc(C)c2sc3ccccc3c2c1=O (stereo not given)	-20%	14%	-10%	2%	i	-3%	-4%	4%	1%	3.0%[0.369 µM]	i
O=C(Nc1ccc(N2CCN(C(=O)c3ccco3)CC2)cc1)c1cccc(F)c1	-28%	-5%	-11%	-2%	?	6%	-8%	2%	-8%	/	i
COc1ccccc1Nc1ncnc2c1oc1ccccc12	76%	32%	-22%	-18%	?	?	-3%	-8%	7%	-1.4%[0.369 µM]	i
CCOC(=O)C1=C(C)NC(=S)NC1c1cccc(O)c1 (stereo not given)	?	?	?	-4%	/	-28%	?	-1%	-2%	/	/
CCNc1ncc2nc(-c3ccccc3)c(=O)n(C[C@H]3CCCO3)c2n1	28%	?	8%	0%[11.4 µM]	i	?	2%	-6%	-4%	-0.6%	i
CCN(CC)S(=O)(=O)c1ccc(C(=O)Oc2ccc3c(c2)OCO3)cc1	-8%	-7%	3%	-2%	i	3%	-4%	4%	7%	0.0%[57.5 µM]	i
CCOC(=O)CN(C(=O)CSc1nnc(CNc2ccc(C)cc2C)o1)c1ccccc1	-15%	-12%	-17%	-1%	i	?	-15%	-6%	-6%	-0.4%[57.5 µM]	i
CC1=C(C(=O)Nc2ccccc2)C(c2ccc3c(c2)OCO3)C2=C(CCCC2=O)N1 (stereo not given)	9%	7%	2%	0%	i	-11%	5%	-5%	0%	-1.3%	i
O=C(NC1CCCCCC1)c1nc2ncccn2n1	-10%	-1%	1%	-41%	?	-19%	4%	-1%	-1%	-2.1%	i
COC(=O)C(C(=O)Nc1ccccc1C)C1CCCC1 (stereo not given)	-5%	2%	-9%	4%	/	3%	7%	-1%	-2%	-1.4%	/
Cc1ccc(C)c(N2CCN(S(=O)(=O)c3ccc4c(c3)OCCO4)CC2)c1	7%	6%	-2%	2%	i	9%	-5%	-2%	-2%	/	i
CC(C)NC(=O)c1cc(-c2ccco2)on1	-7%	-21%	19%	-9%	i	-13%	2%	-1%	-1%	4.5%	i
COC(=O)[C@@]1(Cc2ccc(F)cc2)[C@@H]2C(=CC(=O)[C@H]2CC(=O)C(=O)N(C)C)CN1C(=O)c1ccccc1	-9%	-23%	35%[activator]	/	/	3%	/	-6%	-5%	-0.3%	/
O=C(Nc1cc(C(F)(F)F)ccc1N1CCOCC1)c1c(F)c(F)c(F)c(F)c1F	5%	1%	-16%	-1%	i	11%	1%	-8%	-3%	0.0%	i
CC1(C)CC(=O)CC(=Nc2ccc3[nH]c(=O)[nH]c3c2)C1	2%	?	3%	2%	/	-12%	-2%	-5%	-1%	1.0%[9.22 µM]	/
O=C(CSc1nnc2scc(-c3ccc(Cl)cc3)n12)NCc1ccco1	13%	24%	-14%	0%	i	7%	4%	0%	-3%	0.0%	i
O=C(c1ccccn1)N(Cc1cc2ccccc2[nH]c1=O)C1CCCCC1	-8%	?	-7%	2%	i	-7%	-17%	0%	-3%	-1.2%[57.5 µM]	i
O=C(Nc1ccccc1)C1CC2CCCC(C1)C2=O (stereo not given)	-2%	-4%	11%	7%	i	-5%	0%	1%	0%	-0.4%[57.5 µM]	i
CC(C)=NO[C@@H](C)c1cc(-c2c(C)cc(C)cc2C)no1	/	/	13%[11.5 µM]	0%[11.4 µM]	/	-4%[11.4 µM]	-1%[11.4 µM]	/	/	1.0%[9.22 µM]	/
CCN(CC)C(=O)CSc1ncnc2c1cnn2Cc1ccccc1	5%	-9%	?	5%	i	22%	2%	-2%	3%	-4.9%[57.5 µM]	i
CC(C)CC1(C(=O)NCC2CC2)C=CCN1C(=O)c1ccccc1 (stereo not given)	-14%	-11%	39%	/	/	17%	0%	1%	-3%	-1.5%	/
CC(=O)Nc1ccc(S(=O)(=O)N2CCN(C3CCCCCCC3)CC2)cc1	12%	-2%	-10%	3%	i	-14%	2%	-1%	-7%	/	i
COC(=O)c1ccccc1NC(=O)COC(=O)c1ccco1	4%	6%	-17%	0%	i	-4%	9%	-7%	-4%	/	i
CC(=O)N(CCN(C(C)=O)c1ccccc1)c1ccccc1	4%	0%	14%	0%	/	10%	4%	-3%	-1%	0.4%[9.22 µM]	/
Clc1ccccc1-c1nnc2sc(-c3ccc(Br)o3)nn12	7%	8%	3%	0%	i	5%	1%	-1%	-6%	-1.1%	i
COCCn1c(COc2cccc(OC)c2)nnc1SCC(=O)N1CCOCC1	3%	-4%	-15%	-5%	i	7%	8%	1%	-3%	/	i
COc1cccc(C(=O)Nc2cccc(SC)c2)c1	-4%	0%	2%	13µM*	/	-5%	-4%	4%	3%	-1.0%	/
CC(C)C(c1nnnn1C1CCCCC1)N1CCN(c2ncccn2)CC1 (stereo not given)	5%	-1%	3%	3%	i	7%	19%	-3%	-3%	-0.4%[57.5 µM]	i
O=C(Nc1ccccn1)c1ccc2ccccc2n1	-4%	?	7%	3.2µM*	?	1%	-13%	-2%	2%	-0.1%	i
Cc1ccc(-c2nnn(CC(=O)Nc3ccccc3-c3ccccc3)n2)c(-n2cnnn2)c1	5%	1%	-20%	-2%	?	14%	-4%	-2%	-4%	-3.7%	?
O=C(Cn1cnc2c(cnn2-c2ccccc2)c1=O)NCCc1ccccc1	5%	-4%	21%	4%	i	11%	-1%	1%	0%	-0.6%	i
O=c1cc(-c2ccccc2)nc(N2CCCCC2)[nH]1	-17%	-24%	0%	-1%	i	-16%	4%	-4%	-4%	-1.3%	i
Cc1cccc(-c2nc(CS(=O)CC(=O)NC3CCCC3)c(C)o2)c1 (stereo not given)	6%	-5%	0%	1%	/	-17%	-2%	-3%	-5%[2.3 µM]	0.3%	/

Laid out differently: 3 of the compounds above
molecule,Tau filament bind,CRE Fsk mod,ERK AVP block,FLuc inh,TexasRed autofl,HADH2 inhib,15-hLO inh,Pol III holo inh,Hsp90 Hop PPI,HBB splice mod,Rhodamine autofl
Cc1ccc(-c2nnn(CC(=O)Nc3ccccc3-c3ccccc3)n2)c(-n2cnnn2)c1,5%,1%,-20%,-2%,?,14%,-4%,-2%,-4%,-3.7%,?
O=C(Nc1ccccc1)C1CC2CCCC(C1)C2=O (stereo not given),-2%,-4%,11%,7%,i,-5%,0%,1%,0%,-0.4%[57.5 µM],i
O=C(Cn1cnc2c(cnn2-c2ccccc2)c1=O)NCCc1ccccc1,5%,-4%,21%,4%,i,11%,-1%,1%,0%,-0.6%,i

(listing goes on)
SMILES	Tau filament bind	CRE Fsk mod	ERK AVP block	FLuc inh	TexasRed autofl	HADH2 inhib	15-hLO inh	Pol III holo inh	Hsp90 Hop PPI	HBB splice mod	Rhodamine autofl
O=C(CN(Cc1ccccc1F)C(=O)Cn1nnc(-c2cccs2)n1)NCC1CCCO1 (stereo not given)	3%	-3%	-2%	1%	i	4%	-3%	-4%	-3%	/	i
COc1ccc(C2(O)CCN(C(=O)Cc3cccnc3)CC2)cc1	0%	-10%	-8%	6%	i	4%	-1%	-4%	-2%	-2.8%	i
Cc1ccc(OCC(O)CN2CCN(CC(O)COc3ccc(C)cc3)CC2)cc1 (stereo not given)	-12%	-4%	-16%	-3%	i	16%	-2%	-8%	0%	/	i
CC(=O)c1c(C)nn(CC(O)Cn2c3c(c4cc(C)ccc42)CCCC3=O)c1C (stereo not given)	3%	2%	-23%	1%	i	?	-1%	-2%	1%	/	i
